Bioassay records: PubChem BioAssay, National Center for Advancing Translational Sciences (NCATS)
USP1 inh = USP1/UAF1 (human) deubiquitinase inhibition. O94782. recombinant USP1/UAF1, Ub-Rhodamine cleavage fluorescence. Potency, µM (highest dose often 57.1 µM), inactives show top-dose activity change, negative = inhibition, actives largely listed as inhibitors. actives 0.23% (n = 390,000). AID 743255; note: potency is the fitted concentration of half-maximal effect; % is set by controls: 0 for no effect and ±100 for the full control effect; nearly all actives have a fitted effect of over 60% in size; inactives centre near -12
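In this screen, compounds sit with the deubiquitinase complex (1nM) for 15 min at room temperature before Ub-Rho is added at 150nM final. Fluorescence rise is then followed for 6 reads every 60 seconds.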
Vif-APOBEC3F blk = inhibitors of Vif-A3F interaction. actives 0.2% (n = 390,000). AID 602313. Potency, µM (highest dose often 46.1 µM), without a hit: at the highest dose activity, negative = active. HeLa A3F-eYFP + Vif (tagged APOBEC3F with the HIV-1 protein that degrades it), YFP fluorescence increase; note: potency is the fitted concentration of half-maximal effect; % of control where 0% means no effect; nearly all actives have a fitted effect of over 65% in size
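HeLa cells stably expressing A3F-eYFP plus Vif, plated and incubated overnight at 37 deg C, then exposed to compounds overnight at 37 deg C. Blocked degradation read as raised yellow fluorescence (Ex 488/Em 500-530).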
GRP78 ERSR act = inducers of ER stress response in human glioma cells | U87-MG GRP78 promoter luciferase reporter, 16 h | Potency, µM, without a hit: at the top dose activation, usual class: activators | actives 0.02% (n = 420,000) | AID 602332; note: potency is the fitted concentration of half-maximal effect; series mostly up to about 76 µM; % of control where 0% means no effect; nearly all actives have a fitted effect of over 35% in size
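ERSR induction read as luciferase luminescence (Bright-Glo, 10 min at room temperature) in stably transfected human U87-MG glioma cells exposed to compounds for 16 h, using GRP78 as sensor.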
TrxR1 inh = rat TrxR1 inhibition | actives 1% (n = 390,000) | AID 588453 | Potency, µM (top dose mostly 114 µM), inactives show at the highest dose activity change, negative = inhibition, most hits filed as inhibitors | O89049 | recombinant rTrxR1, NADPH fluorescence consumption, selenite substrate; note: potency is the fitted concentration of half-maximal effect; % is set by controls: 0 for no effect and ±100 for the full control effect; nearly all actives have a fitted effect of over 65% in size
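Rat TrxR1 (90 nM in the dispensed reagent) was pre-reduced with 400 uM NADPH for 5 min at room temperature, then incubated with compound for 15 min. After 400 uM selenite was added, NADPH fluorescence (Ex 340/Em 450 nm) was followed for 8 min.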
Vif-APOBEC3G blk = blocks the Vif interaction with human APOBEC3G | actives 0.076% (n = 410,000) | Potency, µM (titrated, usually from 46.1 µM), for inactives: at the highest dose activity, negative = active, actives largely listed as inhibitors | HeLa A3G-eYFP + Vif (tagged APOBEC3G with the HIV-1 protein that degrades it), YFP fluorescence, overnight;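 note: potency is the fitted concentration of half-maximal effect; % is set by controls: 0 for no effect and ±100 for the full control effect; nearly all actives have a fitted effect of over 60% in size; hits raise eYFP signal because A3G escapes Vif-driven loss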
Target sequence (Q9HC16 whole entry, looked up): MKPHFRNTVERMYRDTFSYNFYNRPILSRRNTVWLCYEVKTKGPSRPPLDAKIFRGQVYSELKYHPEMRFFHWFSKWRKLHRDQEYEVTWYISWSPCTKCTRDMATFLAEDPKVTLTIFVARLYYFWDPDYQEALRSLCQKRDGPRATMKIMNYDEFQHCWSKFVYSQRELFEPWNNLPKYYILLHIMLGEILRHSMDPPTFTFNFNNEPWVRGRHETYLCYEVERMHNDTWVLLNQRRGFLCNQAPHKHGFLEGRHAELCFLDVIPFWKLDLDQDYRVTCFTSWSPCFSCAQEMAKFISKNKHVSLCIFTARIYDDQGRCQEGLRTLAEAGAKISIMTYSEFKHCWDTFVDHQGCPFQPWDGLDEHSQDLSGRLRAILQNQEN
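HeLa cells stably expressing Vif and C-terminally eYFP-tagged A3G, seeded overnight at 37 deg C, then exposed to compound by pintool overnight at 37 deg C. Rise in yellow fluorescence (Ex 488/Em 500-530, Acumen) marks blocked Vif-driven A3G degradation.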
TrxR1 substrate = substrates of rat thioredoxin reductase 1 | O89049 | purified TrxR1 substrate turnover, NADPH consumption readout | Potency, µM (titrated, usually from 114 µM), for inactives: at the highest dose activity change, negative = substrate turnover | actives 0.01% (n = 390,000) | AID 588456; note: potency is the fitted concentration of half-maximal effect; % is set by controls: 0 for no effect and ±100 for the full control effect; nearly all actives have a fitted effect of over 50% in size
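Rat TrxR1, dispensed at 90 nM, was prereduced with 400 uM NADPH (final) for 5 min at ~22 deg C, then incubated with compound 15 min before 400 uM selenite. A first-read NADPH fluorescence drop versus no-compound background flagged substrates.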
RGS4 inhibitor = blocks human RGS4-accelerated GTP hydrolysis. actives 0.039% (n = 390,000). Transcreener GDP fluorescence polarization, RGS4-accelerated GTP hydrolysis. Potency, µM (doses to about 114 µM), for the others: top-dose activity change, negative = inhibition, most hits filed as inhibitors. P49798; note: potency is the fitted concentration of half-maximal effect; % is set by controls: 0 for no effect and ±100 for the full control effect; nearly all actives have a fitted effect of over 75% in size; some results filed as inactive show a strong effect at the top dose
Target sequence (P49798 whole entry, looked up): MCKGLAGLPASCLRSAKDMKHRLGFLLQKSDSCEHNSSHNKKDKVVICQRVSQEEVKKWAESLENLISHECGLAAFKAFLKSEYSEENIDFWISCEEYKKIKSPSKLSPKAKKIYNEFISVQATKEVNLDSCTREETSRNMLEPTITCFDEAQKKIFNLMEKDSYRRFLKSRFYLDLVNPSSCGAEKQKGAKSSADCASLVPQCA
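MLSMR compounds (23 nl, pin-transferred) preincubated 10 min at room temperature with a 500nM (2x) first reagent, then RGS4 at 900nM (2x) plus Transcreener GDP mix added; fluorescence polarization (620/688 nm) read before and after 90 min at 30 °C.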
LDHA block = blocks human lactate dehydrogenase A; P00338; purified LDHA, NADH/diaphorase-resazurin fluorescence; hits give low values; activity change, % (values are at about 110 or 230 µM); actives 0.15% (n = 480,000); AID 1347041; in the data active = activity change below about -30%; inconclusive = mostly about -25% to -30%;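 note: plate controls were DMSO wells for no effect and wells without enzyme for full effect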
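LDH5 2 nM; NADH 0.06 mM, pyruvate 0.2 mM; 200 mM Tris pH 7.4, EDTA, Tween-20; 5 min RT. Detection: diaphorase 0.133 mg/mL + resazurin 37 µM, fluorescence ex540/em590 at 0 and 20 min; normalized to enzyme-free and DMSO wells.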
IDH1 R132H inh = blocks human mutant IDH1 R132H enzyme. actives 0.093% (n = 390,000). Potency, µM (series often up to 76.6 µM), for inactives: at the highest dose activity change, negative = inhibition, usual class: inhibitors. IDH1-R132H enzyme, NADPH consumption, diaphorase/resazurin fluorescence; note: potency is the fitted concentration of half-maximal effect; % is set by controls: 0 for no effect and ±100 for the full control effect; nearly all actives have a fitted effect of over 65% in size
Target sequence (O75874 whole entry R132H, stated change not applied): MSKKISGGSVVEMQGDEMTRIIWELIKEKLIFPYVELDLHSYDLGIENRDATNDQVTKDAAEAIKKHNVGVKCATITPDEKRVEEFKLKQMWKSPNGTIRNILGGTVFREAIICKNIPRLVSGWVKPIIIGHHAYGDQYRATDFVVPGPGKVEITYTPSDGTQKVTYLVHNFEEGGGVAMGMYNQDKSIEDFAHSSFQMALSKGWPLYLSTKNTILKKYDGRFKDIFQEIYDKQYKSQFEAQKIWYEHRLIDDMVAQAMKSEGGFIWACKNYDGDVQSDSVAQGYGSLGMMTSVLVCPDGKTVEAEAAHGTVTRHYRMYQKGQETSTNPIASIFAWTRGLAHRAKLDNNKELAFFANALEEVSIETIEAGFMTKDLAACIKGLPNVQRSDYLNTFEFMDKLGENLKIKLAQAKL
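IDH1-R132H (0.5 ug/mL dispensed) in pH 7.5 Tris buffer was preincubated 30 min with compound, then given a substrate mix of 0.016 mM NADPH and 2 mM alpha-KG for 80 min at room temperature; remaining NADPH was read by diaphorase/resazurin fluorescence.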
The depositor's hits bear a star; ? = inconclusive; . = no result given; [ ] = another dose, or the depositor's remark. Unless noted, calls come from the whole dose curve; as a rule, active = well fitted curve in the direction sought with a large enough effect; inconclusive = small, poorly fitted or top-dose-only effect, or another doubt; inactive = no such curve, though single readings can be large; an effect the other way counts as inactive or inconclusive. The list is partial. The share of hits here may be higher or lower than overall.

SMILES	USP1 inh	Vif-APOBEC3F blk	GRP78 ERSR act	TrxR1 inh	Vif-APOBEC3G blk	TrxR1 substrate	RGS4 inhibitor	LDHA block	IDH1 R132H inh
COC(=O)C(C)N1C(=O)S/C(=C\c2cc(C)n(-c3ccccn3)c2C)C1=O (stereo not given)	-20%	-5%	0%	-9%	-5%	-17%	10%	6	5%
COC(=O)C1=C(NC(=O)c2ccc(Br)cc2)CCS1	-10%	-1%	-2%	-4%	-5%	2%	-18%	-3	7%
COC(=O)CNC(=O)CCCCC(=O)NCC(=O)OC	-5%	-10%	-3%	14%	2%	0%	-11%	-2	12%
Cc1ccc(C2=NOC(C)(c3nnc(-c4ccc(Cl)cc4)o3)C2)cc1 (stereo not given)	-16%	-7%	-2%	32%	-3%	-4%	2%	-1	-1%
COc1ccc(-n2cnc(=S)[nH]c2=S)cc1	?	?	3%	-22%	1%	-1%	?	-1	2%
COC(=O)c1sc(-c2ccccc2)cc1NC(=O)c1cc(OC)cc(OC)c1	-17%	3%	-2%	17%	-7%	9%	0%	-1	2%
CCCC(=O)Nc1sc(C)c(-c2ccc(C(C)CC)cc2)c1C#N (stereo not given)	-1%	-7%	-4%	17%	0%	2%	4%	-3	1%
Cc1c(NS(=O)(=O)c2cc(Br)cc3c2N(C(=O)C2CC2)CC3)c(=O)n(-c2ccccc2)n1C	-3%	8%	-2%	18%[57.1 µM]	0%	4%[57.1 µM]	-28%	-4	5%
CCCCC(=O)Nc1ccc(C)c(S(=O)(=O)N2CCCCCC2)c1	1%	-16%	-5%	3%	1%	-6%	13%	11	0%
COc1cc(CN2CCc3ccc(NC(=O)CCc4ccccc4OC)cc3C2)ccc1O	-14%	7%	-2%	?	-1%	2%	-33%	2	0%
COCCN(C(=S)Nc1ccc(C)cc1)C(C)c1cccnc1 (stereo not given)	-2%	5%	4%	-8%	0%	-1%	-10%	-6	-3%
Cc1ccc(C)c(NC(=O)C2CC(O)CN2C(=O)Oc2ccccc2)c1 (stereo not given)	-20%	6%	-2%	22%[57.1 µM]	-8%	8%[57.1 µM]	-10%	-11	9%
CCOC(=O)c1sc(NC(=O)CSc2nc(-c3ccco3)cc(C(F)(F)F)n2)c(C#N)c1C	6%	2%	-2%	14%	-6%	7%	-24%	-5	-1%
Cc1ccc(Nc2c3c(nc4ccccc24)CCC3)cc1F	-20%	-1%	-3%	-3%	4%	-9%	7%	-1	?
OC(c1cccs1)c1nccc2ccccc12 (stereo not given)	-25%	-5%	-1%	-4%[57.1 µM]	-3%	2%[57.1 µM]	-27%	2	-3%
O=C(Nc1nccs1)C1CC(=O)N(CCc2ccc(F)cc2)C1 (stereo not given)	5%	1%	1%	9%	-4%	2%	3%	-7	-4%
CC(C)C[C@@]12C(=O)N(c3cccc(Br)c3)C(=O)N1[C@H](c1ccc(Cl)cc1)[C@@H]1C(=O)N(C3CCCCC3)C(=O)[C@@H]12	-4%	8%	-3%	30%[57.1 µM]	-2%	8%[57.1 µM]	-2%	-2	-3%
O=C(CCN1C(=O)c2ccncc2C1=O)Nc1ccc(F)cc1	-8%	3%	-4%	4%[57.1 µM]	1%	14%[57.1 µM]	-42%	4	8%
CS(=O)(=O)c1nc(S(=O)(=O)c2ccc(Cl)cc2)c(NCc2ccccn2)s1	-13%	-3%	2%	-42%	0%	1%[57.1 µM]	1%	-7	1%
CN(C)CCCn1c(SCC(=O)N2c3ccccc3Sc3ccccc32)nc2ccccc2c1=O	4%	-15%	-12%	5%	8%	-10%	-2%	2	4%
COc1ccc(N(CC(=O)N2CCCC2)S(=O)(=O)c2ccc(NC(C)=O)cc2)cc1	-1%	-9%	-4%	10%[57.1 µM]	-3%	12%[0.0914 µM]	7%	-7	19%
COc1ccc(NC2=C(NC(C)=O)C(=O)c3ccccc3C2=O)cc1	-12%	7%	-2%	17%[57.1 µM]	-4%	-10%	3%	21	11%
CCOC(=O)c1cc(-c2ccc(OC)cc2)n(CCC(=O)NC2CCCCC2)c1C	-23%	1%	-5%	11%[57.1 µM]	3%	-11%[57.1 µM]	10%	-7	-9%
COc1ccc(F)c(CN2CCC(CO)(Cc3cccc(C(F)(F)F)c3)CC2)c1	-3%	?	-6%	6%	0%	-10%	23%	-3	4%
Cc1ccc(-c2ccc(C3C4C=CCCC4(C)C(=O)N3Cc3ccccc3)c(F)c2)cc1 (stereo not given)	.	.	-5%	-10%	1%	-7%	4%	.	.
CC(=O)c1ccc(-c2ccc(Cn3c(C)nc4cc(N)c(C)nc43)cc2)cc1	-6%	1%	0%	14%	1%	2%	-4%	-4	-8%
Cc1ccc(C(=O)NC(=S)Nc2ccccc2N2CCOCC2)cc1C	-24%	?	-5%	?	-9%	6%	-27%	-3	8%
COc1ccc(Cc2nc3ccc(C(=O)NCc4ccc(OC)cc4OC)cc3o2)cc1	-5%	3%	-3%	24%[57.1 µM]	-7%	3%[57.1 µM]	-18%	0	-17%
O=C(CNC(=O)C1COc2ccccc2O1)Nc1cc(Cl)ccc1Cl (stereo not given)	-15%	-4%	-4%	12%	-4%	0%	-12%	-4	7%
COCc1cc(=O)[nH]c(N2CCN(Cc3ccc4c(c3)OCO4)CC2)n1	-3%	-2%	-2%	3%	3%	-9%	2%	-3	-5%

3 compounds out of the list, ordered by count of non-hydrogen atoms, smallest number first:
SMILES	USP1 inh	Vif-APOBEC3F blk	GRP78 ERSR act	TrxR1 inh	Vif-APOBEC3G blk	TrxR1 substrate	RGS4 inhibitor	LDHA block	IDH1 R132H inh
COc1ccc(F)c(CN2CCC(CO)(Cc3cccc(C(F)(F)F)c3)CC2)c1	-3%	?	-6%	6%	0%	-10%	23%	-3	4%
CCOC(=O)c1cc(-c2ccc(OC)cc2)n(CCC(=O)NC2CCCCC2)c1C	-23%	1%	-5%	11%[57.1 µM]	3%	-11%[57.1 µM]	10%	-7	-9%
COc1ccc(Cc2nc3ccc(C(=O)NCc4ccc(OC)cc4OC)cc3o2)cc1	-5%	3%	-3%	24%[57.1 µM]	-7%	3%[57.1 µM]	-18%	0	-17%

Remaining list, next part:
SMILES	USP1 inh	Vif-APOBEC3F blk	GRP78 ERSR act	TrxR1 inh	Vif-APOBEC3G blk	TrxR1 substrate	RGS4 inhibitor	LDHA block	IDH1 R132H inh
O=[N+]([O-])c1cccc(-c2nc(-c3ccccn3)no2)c1	3%	5%	-8%	-12%	-1%	-5%	12%	0	1%
Cc1cccc2nc(CNC(=O)C3CCC(=O)N(Cc4ccccc4F)C3)cn12 (stereo not given)	-13%	-4%	-3%	9%	0%	12%	4%	-1	-1%
Cc1cccnc1NC(=O)C1CCN(S(=O)(=O)c2c(C)noc2/C=C/c2ccco2)CC1	-11%	1%	-3%	?	1%	-8%	-31%	-10	-3%
Cc1cc(NC(=O)c2ccco2)ccc1-n1cnnn1	-10%	.	-3%	-1%	-3%	-4%	-32%	-6	1%
O=C(Nc1cc(S(=O)(=O)N2CCCC2)ccc1Cl)c1ccncc1	2%	0%	-3%	13%	-2%	4%	-12%	-2	-11%
C=CCNC(=S)Nc1sc2c(c1C(=O)OCC)CCN(C(=O)OCC)C2	-1%	.	-4%	-3%	-9%	5%	8%	0	2%
CCC(C)NC(=O)CO/N=C/c1ccc(C(=O)OC)cc1 (stereo not given)	1%	1%	-8%	-3%	0%	-1%	20%	-14	2%
COc1ccc(NC(=O)CCc2nnc3n(CC(C)C)c(=O)c4ccccc4n23)cc1OC	-16%	6%	-2%	25%	8%	5%	19%	-7	0%
O=C(NN=C1CCCC1)c1cccs1	-26%	1%	3%	7%	-4%	5%	7%	-8	0%
COCc1nnc(NC(=O)c2ccc(S(=O)(=O)N(C)Cc3ccccc3)cc2)o1	-9%	?	0%	17%	2%	-2%	-3%	-9	24%
O=C(CCNc1cccc(C(F)(F)F)c1)c1ccco1	1%	4%	3%	?	-1%	-1%[57.1 µM]	-3%	2	5%
O=C(Nc1ccc(N2CCCC2)c(Cl)c1)c1ccc2c(c1)OCCO2	-11%	9%	-6%	-4%[11.4 µM]	3%	8%[11.4 µM]	-35%	2	20%
Cc1c(CCC(=O)N2CCC[C@H]2C(=O)O)c(=O)oc2cc3oc4c(c3cc12)CCCC4	-24%	-1%	-9%	1%	0%	21%	-4%	-3	-8%
CCC(CC)c1nnc(NC(=O)CN2C(=O)C3C4C=CC(C4)C3C2=O)s1 (stereo not given)	-5%	.	-3%	4%	-9%	-5%	13%	-4	3%
CN(Cc1nc(-c2ccc(Cl)cc2)no1)C(=O)c1ccco1	-12%	-15%	8%	-4%	-3%	-4%	14%	-9	-4%
C[N+]1(CC(=O)c2cccc([N+](=O)[O-])c2)CCOCC1	.	.	-3%	19%	2%	7%	.	.	.
O=S(=O)(NC1CC1)c1ccc2c3c(cccc13)CC2	-13%	-10%	0%	14%[57.1 µM]	-4%	10%	?	0	9%
CCOc1ccccc1C(=O)Nc1ccc2nc(N(CC)CC)cc(C)c2c1	?	-18%	2%	14%	1%	12%	30%	1	-6%
COc1ccc(/C=N/NC(=O)c2cccc([N+](=O)[O-])c2)cc1OC(=O)c1ccc(C)cc1	-5%	-16%	-3%	13%	-30%	-3%	5%	4	-4%
O=C(Nc1ccc(CN2CCOCC2)cc1)c1cc2ccccc2o1	5%	1%	2%	18%	-1%	-5%[57.1 µM]	4%	-2	7%
